# Assay outcomes deposited in PubChem BioAssay by several laboratories.
# CF NFkB inh = cystic fibrosis NF-kB activation inhibition; inhibition, % at 5 µM; AID 588850; KKLEB NF-kB-GFP reporter, PAF-induced, GFP fluorescence overnight; 360,000 compounds, 0.86% hits;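 active = at least 50% inhibition at 5 µM, scaled per plate between neutral and stimulator controls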;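 also: PAF is a Pseudomonas aeruginosa culture filtrate used as stimulus; plate controls were PAF-stimulated DMSO wells for no effect and unstimulated DMSO wells for full effect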
# SRC1 inh = inhibitors of human steroid receptor coactivator 1 (SRC1) | Q15788 | AID 588354 | HEK293 GAL4-SRC1 luciferase reporter, luminescence | 360,000 compounds, 0.12% hits | inhibition, % at 3.6 µM;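 active = inhibition above the campaign mean plus 3 SD, with each screening campaign given its own cutoff, cut at about 60% in these data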;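 also: 0% = DMSO treated cells and 100% = gossypol at 36 µM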
# TWEAK-Fn14 inh = TWEAK-Fn14 signaling inhibition. TWEAK-stimulated Fn14 reporter cells, luciferase luminescence, 8 h. inhibition, % at 10 µM. 360,000 compounds, 2% hits; in the data active = inhibition above about 50%
# EBV LMP1 NFkB = Epstein-Barr LMP1 NF-kappaB reporter inhibition; LMP1-induced NF-kappaB luciferase reporter cells, luminescence; inhibition, % at 12.5 µM; 350,000 compounds, 0.69% hits; in the data active = inhibition above about 41%;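 also: 0% = neutral control wells and 100% = reference inhibitor control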
# SRC3 inh = inhibits human SRC3 coactivator. HEK293 GAL4-SRC3 luciferase reporter, luminescence. inhibition, % at 3.6 µM. AID 588352. 360,000 compounds, 0.17% hits;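 active = inhibition above a per-campaign cutoff, the mean of all compounds plus 3 SD, cut at about 60% in these data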;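 also: 0% = DMSO-treated cells and 100% = gossypol-treated cells at 36 µM; higher means less SRC3-driven luciferase light from the GAL4 reporter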
# KKLEB tox = counter-screen for CF NF-kB inhibitors: cytotoxicity. KKLEB CF airway cells viability, ATPlite luminescence, overnight; hits give low values; cells stimulated with P. aeruginosa culture filtrate. activity change (cytotoxicity), % at 5 µM. 360,000 compounds, 0.36% hits;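 active = corrected activity change at or below -50% at 5 µM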
# COUP-TFII inh = inhibitors of human COUP-TFII (NR2F2); P24468; HEK293T NGFI-A luciferase reporter, luminescence; 370,000 compounds, 0.7% hits; inhibition, % at 8.6 µM;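 active = inhibition above a per-plate cutoff, mean inhibition of test wells between control levels plus 3 SD, cut at about 38% in these data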;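 also: cells cotransfected with COUP-TFII expression vector driving the NGFI-A reporter; 0% = median of COUP-TF2 test wells and 100% = reporter-only cells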
# NCOA2 inhibitor = inhibits human steroid receptor coactivator 2 | Q15596 | inhibition, % at 9 µM | HEK293 GAL4-SRC2 luciferase reporter, luminescence | AID 651957 | 370,000 compounds, 0.17% hits;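 active = inhibition above the mean inhibition of all tested compounds plus 3 SD, set per campaign, cut at about 52% in these data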;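 also: 0% = DMSO treated cells and 100% = cells given Gossypol at 36 µM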
# Target sequence (Q15596 whole entry, looked up, the tested form may be a part): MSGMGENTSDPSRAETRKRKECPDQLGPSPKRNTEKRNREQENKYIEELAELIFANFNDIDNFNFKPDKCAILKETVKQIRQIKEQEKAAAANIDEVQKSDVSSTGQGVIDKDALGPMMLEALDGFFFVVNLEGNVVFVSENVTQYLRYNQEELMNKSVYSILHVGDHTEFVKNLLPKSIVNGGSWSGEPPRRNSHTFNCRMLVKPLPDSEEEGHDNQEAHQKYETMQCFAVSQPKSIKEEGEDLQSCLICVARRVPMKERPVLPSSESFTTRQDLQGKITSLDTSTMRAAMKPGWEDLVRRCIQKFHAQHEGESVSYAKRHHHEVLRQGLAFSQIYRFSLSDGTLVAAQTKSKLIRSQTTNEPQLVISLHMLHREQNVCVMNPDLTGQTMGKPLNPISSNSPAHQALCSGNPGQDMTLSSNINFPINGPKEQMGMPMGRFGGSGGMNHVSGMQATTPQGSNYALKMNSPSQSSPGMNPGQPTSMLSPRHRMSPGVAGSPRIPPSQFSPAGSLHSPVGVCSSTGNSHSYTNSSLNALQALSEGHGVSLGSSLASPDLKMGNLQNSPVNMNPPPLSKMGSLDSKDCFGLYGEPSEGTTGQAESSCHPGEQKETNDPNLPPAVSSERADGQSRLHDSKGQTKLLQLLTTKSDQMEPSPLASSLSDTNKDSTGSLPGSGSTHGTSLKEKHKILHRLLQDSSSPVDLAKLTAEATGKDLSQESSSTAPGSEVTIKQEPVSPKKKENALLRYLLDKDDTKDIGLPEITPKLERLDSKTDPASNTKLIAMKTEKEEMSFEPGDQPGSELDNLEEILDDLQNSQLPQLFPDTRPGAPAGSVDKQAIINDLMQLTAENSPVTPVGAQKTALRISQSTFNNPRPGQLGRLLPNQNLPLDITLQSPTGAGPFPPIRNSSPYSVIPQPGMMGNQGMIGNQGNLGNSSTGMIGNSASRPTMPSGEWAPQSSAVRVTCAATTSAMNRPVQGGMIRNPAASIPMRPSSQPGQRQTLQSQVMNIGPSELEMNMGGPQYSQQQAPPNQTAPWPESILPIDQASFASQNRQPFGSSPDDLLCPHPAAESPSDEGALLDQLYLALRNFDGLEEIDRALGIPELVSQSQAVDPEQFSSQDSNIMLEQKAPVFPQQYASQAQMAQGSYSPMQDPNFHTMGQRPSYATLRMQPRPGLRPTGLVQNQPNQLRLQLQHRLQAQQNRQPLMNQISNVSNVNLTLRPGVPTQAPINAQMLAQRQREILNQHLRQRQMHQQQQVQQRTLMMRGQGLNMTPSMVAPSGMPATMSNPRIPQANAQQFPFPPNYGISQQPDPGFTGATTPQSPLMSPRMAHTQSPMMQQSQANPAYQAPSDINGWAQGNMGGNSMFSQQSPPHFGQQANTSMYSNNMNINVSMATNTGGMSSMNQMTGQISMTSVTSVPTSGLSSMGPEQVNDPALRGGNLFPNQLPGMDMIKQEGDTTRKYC
# TROY NFkB inh = blocks TROY-dependent signaling in reporter cells | inhibition, % at 10 µM | Q293 LMP1-TROYcd NF-kB luciferase reporter, 4 h | 360,000 compounds, 0.98% hits;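 active = compounds whose plate-normalised and pattern-corrected inhibition of the luciferase reporter signal at the single screening dose is 50% or more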
# LRH-1 inv ag = NR5A2 inverse agonism in reporter assay. O00482. HEK293T StAR-luciferase reporter, LRH-1 transfected, 24 h. inhibition, % at 3.6 µM. 360,000 compounds, 0.13% hits. AID 602396;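 active = inhibition above the mean inhibition of all tested compounds plus 3 SD, cut at about 73% in these data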;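 also: 0% = DMSO wells and 100% = reporter-only cells lacking LRH-1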
# C8 TRAIL sens = caspase-8 TRAIL sensitization. NB7+C8 cells + TRAIL, ATPlite viability luminescence. inhibition (viability loss, TRAIL sensitization), % at 10 µM. 360,000 compounds, 1% hits. AID 624354;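 active = compounds causing at least 50% loss of cell viability in the single-dose screen, relative to plate controls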
# The depositor's hits bear a star; · = not tested or not shown; & = joins results of further samples; ! = not confirmed by another sample.
SMILES,CF NFkB inh,SRC1 inh,TWEAK-Fn14 inh,EBV LMP1 NFkB,SRC3 inh,KKLEB tox,COUP-TFII inh,NCOA2 inhibitor,TROY NFkB inh,LRH-1 inv ag,C8 TRAIL sens
COc1ccc(Nc2ncnc3sc(C)cc23)c(OC)c1,-2,-18,-4,-1,-41,2,-14,-8,-32,-32,3
COc1ccccc1CNc1nc(NCCN2CCNC2=O)c2sccc2n1,7,-11,-74,·,8,-16,-13,-29,16,6,3
Cc1coc(C)c1C(=O)Nc1ccc2ccccc2c1,-20,-91,-2,-19,-53,-10,-20,-43,-71,-72,16
Cc1ccc(S(=O)(=O)N2CCC(C(=O)OCC(=O)NC3(C#N)CCCCC3)CC2)cc1C,5,5,-4,1,5,-6,7,-1,-3,-2,-13
O=C(O)/C=C/c1nc(-c2ccccc2)n2ccccc12,-1,-25,34,-2,3,2,-19,-42,-9,7,2
O=C(CSc1ccc2nnc(-c3ccccn3)n2n1)Nc1cccc(F)c1,-5,-5,-8,-4,0,11,3,-11,-6,11,-7
COCCCC/C(=N\OCCN)c1ccc(C(F)(F)F)cc1,21&-15&17&17&10,-6&7&-4&-4&-8,-7&-30&6&-20&10,68*!,-4&10&0&15&16,-22&-12&4&-16&15,29&5&-4&1,11&-12&3&10,-9&3&8&-1&-9,1&3&6&21&16,5&18&4&25&5
COc1ccccc1C(=O)COC(=O)c1cccc(-n2cnnn2)c1,6,-8,-2,3,-8,6,3,-42,-17,-26,1
Clc1ccc2c(c1)[C@H]1OCC[C@H]1[C@@H](c1ccco1)N2,-6,-65,-1,-36,-56,-12,-22,-92,-7,-16,12
Cc1ccc2c(c1)Oc1ccc(NC(=O)CCl)cc1C(=O)N2,87*,-44,46,5,7,-73*,-17,32,-14,67,22
CC(=O)Nc1cnc(-c2cc(C)c(O)c(C)c2)cn1,5,-21,-8,·,-22,3,-20,-66,-27,-43,16
O=C(COC(=O)CNC(=O)c1ccco1)Nc1ncc(Cl)cc1Cl,-4,-8,-9,-2,1,-1,1,2,2,-5,-8
COCCN1CC(=O)N2C(c3cccc(OC)c3)c3[nH]c4ccccc4c3C[C@H]2C1=O (some centres not stated),-15,11,17,4,4,19,-8,15,20,5,15
Cc1nnc(SCC(=O)NNC(=O)c2ccco2)n1-c1cccc(Cl)c1,-8,0,9,1,14,2,-14,-6,18,2,-7
COC(=O)c1sccc1NC(=O)Nc1ccc(C(C)=O)cc1,-16,-1,59*,-10,-9,8,9,-18,37,-22,-9
COc1ccccc1C(=O)n1nc(-c2cccnc2)nc1N,14,-13,-11,9,-5,-16,-13,7,-5,-8,-3
CCN(CC)C(=O)C(=O)Nc1ccc(F)c(Cl)c1,3,-26,-11,-22,-39,-4,-38,-23,-45,-39,2
CCC(C)(C(=O)NC1CCCC1)N(C)C(=O)c1ccccn1 (configuration not stated),3,4,-1,-9,5,3,-2,-22,17,9,-6
Cc1ccc(C)c(N2CCN(C(=O)COc3cc(=O)n(C)c4ccccc34)CC2)c1,14,-5,15,10,17,-6,5,17,17,2,-3
CSc1nc2c(C)c(C)c(C)c(C)c2[nH]1,11,-2,5,-1,3,-14,5,-34,3,3,-6
Cc1ccc(C(=O)c2cc(C)sc2N)cc1,8,-6,-3,-7,2,2,5,-15,-38,9,-9
CCCC(CCC)C(=O)NCCN1CCOCC1,-1,-16,-2,1,17,-10,-1,-19,10,10,-7
CCCCc1ccc(NC2=NCC(=O)N2CCc2ccccc2)cc1,6,-30,16,0,6,4,-6,6,-5,-4,-4
CC(C)OC(=O)C(C#N)c1nc2ccccc2nc1N1CCN(Cc2ccccc2)CC1 (configuration not stated),25,-2,4,10,13,-18,-10,-46,-9,-5,2
O=C(Nc1ccccc1-c1nc2ccccc2[nH]1)c1ccc(S(=O)(=O)N2CCCCC2)cc1,-4,0,12,-1,16,-5,2,-4,21,19,-15
COc1cc(/C=N/NC(=O)C(=O)NCC2CCCO2)ccc1OCC(=O)N1CCOCC1 (configuration not stated),2,9,9,-11,13,18,-8,-11,-7,14,-1
CCOc1ccccc1-n1nnnc1SCC(=O)Nc1cc2oc3ccccc3c2cc1OC,18,-6,14,6,0,-20,6,-28,-3,7,-11
Cc1cccc(NC(=O)N2CCCCCC2)c1C,9,-24,12,0,-25,-1,-1,-15,-26,7,1
COc1ccc(C2C(C#N)=C(N)Oc3c2oc(CO)cc3=O)cc1 (configuration not stated),14,15,-21,1,0,2,9,-7,13,1,-5
N/C(=N\OC(=O)/C=C/c1ccccc1)c1cccnc1,-5,-37,-33,-16,-52,10,-33,-43,-71,-169,-4

# Part of the list above with just LRH-1 inv ag and COUP-TFII inh.
structure,LRH-1 inv ag,COUP-TFII inh
CCCCc1ccc(NC2=NCC(=O)N2CCc2ccccc2)cc1,-4,-6
CC(C)OC(=O)C(C#N)c1nc2ccccc2nc1N1CCN(Cc2ccccc2)CC1 (configuration not stated),-5,-10
O=C(Nc1ccccc1-c1nc2ccccc2[nH]1)c1ccc(S(=O)(=O)N2CCCCC2)cc1,19,2

# (next part)
SMILES,CF NFkB inh,SRC1 inh,TWEAK-Fn14 inh,EBV LMP1 NFkB,SRC3 inh,KKLEB tox,COUP-TFII inh,NCOA2 inhibitor,TROY NFkB inh,LRH-1 inv ag,C8 TRAIL sens
Cc1cccc(C)c1NC(=O)CCCN1CC(C)OC(C)C1 (configuration not stated),3,-16,2,-1,20,1,-4,-8,-21,-9,5
COCCN(CC(=O)Nc1cccc(C)c1C)C(=O)Cn1cnc2ccccc2c1=O,10,-15,3,-1,7,-1,4,-7,-15,-1,-1
C/C(=N\S(=O)(=O)c1ccc(C)cc1)NC(=S)Nc1ccc(C)cc1,2,-63,-13,29,-21,-3,-21,-18,-33,-29,-4
COC(=O)Cn1c(=O)c2c(nc3n2CC(C)CN3CCc2ccccc2)n(C)c1=O (configuration not stated),13,13,36,14,17,4,17,9,12,-3,6
CC(NC(=O)c1ccc(Br)cc1)c1ccc2c(c1)CCCC2 (configuration not stated),-2,-2,23,-5,20,-6,20,0,17,5,1
CCC(=O)NCc1cc(-c2nn(C)c(=O)c3ccccc23)ccc1OC,-8,-8,-5,3,5,6,-27,4,-12,1,-4
O=S(=O)(c1ccccc1)C(/C=N\O)/C=C/c1ccccc1 (configuration not stated),-12,-12,6,-21,16,16,0,-9,24,-5,-11
COc1ccc(C(=O)CNc2ccc(C)cc2C)cc1,-1,-4,37,1,3,-2,14,11,6,-16,-18
O=C1CCC(C(=O)OCc2nnc(-c3ccccc3)o2)=NN1,-5,-27,-7,-7,-7,10,-7,2,-21,6,-5
COc1cccc(C(=O)CC(=O)C(=O)Nc2ccc([N+](=O)[O-])cc2C)c1,4,12,26,-4,16,-16,6,-21,-7,-9,26
CCC(C(=O)NC(C)CCc1ccco1)n1nc(C)n2c(cc3occc32)c1=O (configuration not stated),4,-6,7,15,3,0,8,-3,9,7,-5
Cc1cccc(NC(=O)c2ccccc2NC(=O)C2CCCCC2)c1C,7,-9,-27,3,9,9,-9,7,-12,4,11
O=C(NCC1CCCO1)c1nn2c(C(F)(F)F)cc(-c3ccc(Br)o3)nc2c1Br (configuration not stated),-8,12,15,2,0,5,-12,-27,5,9,20
COc1cc(Br)c(CC(=O)NC2CC2)cc1OC,2,-6,7,4,9,-5,2,-9,15,14,11
COc1ccc(C)cc1NC(=O)c1sc2ncnc(N3CCN(c4ccccn4)CC3)c2c1C,38,6,32,9,-7,-27,6,-7,27,6,7
CCOc1ccc(NC(=O)C2CCN(S(C)(=O)=O)CC2)cc1,-14,-4,-13,-6,0,4,8,-52,-4,0,12
O=C(N[C@@H]1c2ccccc2CC[C@@H]1OCc1ccccc1)c1ccc(C(F)(F)F)cc1,15,-11,-6,-9,-24,2,-1,-13,4,-14,20
CCC(C)(C)NC(=O)C(c1ccc(C)cc1)N(Cc1ccco1)C(=O)CCC(=O)Nc1nccs1 (configuration not stated),13,3,6,-5,9,9,0,-34,31,20,-19
O=C(NCc1ccccc1Cl)C(=O)NCC1OCCN1S(=O)(=O)c1ccc(F)cc1 (configuration not stated),6,-223,-16,-2,11,-4,10,-4,10,-6,-13
CN(C(=O)CSc1nnc(N)s1)c1c(N)n(Cc2ccccc2)c(=O)[nH]c1=O,-3,-5,0,0,-4,2,6,-3,-19,15,-1
COc1cc2c(cc1OC)CN(C(=O)c1oc3ccccc3c1C)CC2,10,12,19,11,21,-6,5,-7,-8,0,12
O=C(Nc1ccccc1)c1ccc(NC2CCCCC2)c(S(=O)(=O)N2CCOCC2)c1,1,-2,26,-1,-7,2,9,-10,8,-23,-2
CCCCOP(=O)(OCCCC)C1(C)CC(=O)CC(C)(C)C1 (configuration not stated),-14,1,-7,-4,12,10,-2,-14,-4,8,-12
O=C(/C=C/c1ccc2c(c1)OCCO2)c1ccccc1,17,-85,4,-17,-65,-15,-34,-64,-42,-66,10
NC(Cc1ccc(C(F)(F)F)cc1)c1csc(NC(=O)Nc2ccccc2Cl)n1 (configuration not stated),-44,-12,-20,·,7,23,-4,-2,4,-9,4
CC1=C(C)C(O)N(Cc2ccccc2)C1=O (configuration not stated),3,-3,8,12,-12,5,-3,1,3,3,8
CCc1nccn1S(=O)(=O)c1ccc2ccccc2c1,-3,0,7,34,8,5,14,-7,7,-1,-10
CC1Oc2ccccc2N(Cc2ccccc2Cl)C1=O (configuration not stated),-23,-8,-21,-14,2,-2,·,·,-9,0,-9
C=C1CC(Cn2cc(Br)c(=O)[nH]c2=O)(c2ccc(-c3ccccc3)cc2)OC1=O (configuration not stated),87*,-2,83*,17,-13,-49,-40,-6,49,15,94*
Cc1cc(C)[n+](-c2ccc(C(C)C)cc2)c2[nH]c(=O)[nH]c(=O)c12,8,9,-13,6,-6,4,0,1,3,15,-8
CCN(CC)S(=O)(=O)c1ccc(OC)c(NC(=O)c2cccc([N+](=O)[O-])c2C)c1,-16,-8,6,4,0,3,-5,18,5,4,1
Cc1ccc(Nc2nc(=O)c3cc([N+](=O)[O-])ccc3s2)cc1,-1,-16,-9,-8,6,7,1,-4,-21,-14,4
CCC(C)NC(=O)CC(c1ccccc1)c1cc(C)ccc1O (configuration not stated),-14,9,-1,5,5,34,-1,6,-2,7,-9
COCCn1nnnc1C(c1ccc(Cl)cc1)N1CCN(C(=O)c2ccco2)CC1 (configuration not stated),-11,-2,21,3,-12,7,9,18,4,8,-32
COc1ccc(S(=O)(=O)Nc2c(C)nn(C)c2C)cc1Br,4,8,-1,5,14,-1,11,21,2,17,-12
Cc1ccc(C(=O)NNC(=O)Cn2nnc3ccccc32)cc1,-16,-3,-7,1,3,12,-3,-17,-5,4,-4
O=C1CC2(CCCCC2)Oc2ccc(O)cc21,16,-2,11,-17,-34,10,23,-2,5,5,11
COC(=O)C1C(=O)NCC1c1ccccc1 (configuration not stated),0,-3,-10,3,12,-1,16,4,18,2,16

# Compounds were not picked by outcome; 4.2% or so of the library scored in one or more.
